Source: PubChem BioAssay
HTR5A inv ag: HTR5A inverse agonists in luminescence cell assay, primary screen, counter-screen for OPRM1-OPRD1 heterodimer inverse agonist project, full-deck HTS. actives 0.083% (n = 340,000). AID 504634, 2011. HTR5A cell line, inverse agonism. inhibition, % at 9.3 µM; in the data active = inhibition mostly above about 23%, no sharp cut-off; inactive = mostly below about 18%;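 also: 0% = cells with DMSO and 100% = no-cell wells with DMSO; some compounds called inactive have numbers as strong as hits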
Wnt bcat act: Wnt/beta-catenin pathway activators, primary screen, cell-based, plate reader, single point; actives 1.2% (n = 300,000); activation, % at 9.35 µM; Wnt/beta-catenin reporter cell assay, activator; AID 743398, 2014; in the data active = activation above about 30%, passing the limit was not always enough;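 also: 0% = neutral control wells and 100% = positive control wells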
HTR5A ag ctr: HTR5A agonists in luminescence cell assay, primary screen, counter-screen for OPRM1-OPRD1 heterodimer agonist project, full-deck HTS; activation, % at 9.3 µM; actives 0.61% (n = 340,000); AID 504692, 2011; 5-hydroxytryptamine receptor 5A (Homo sapiens), P47898; cell-based; in the data active = activation mostly above about 9.5%, no sharp cut-off; inactive = mostly below about 7.6%;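 also: 0% = cells with vehicle only and 100% = reference agonist; strong numbers were not always called active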
SR-BI DiI inh: inhibitors of SR-BI mediated HDL lipid uptake, primary screen, ldlA[mSR-BI] cells, fluorescence, single point; Scavenger receptor class B member 1 (Mus musculus), Q61009; ldlA[mSR-BI] CHO cells, DiI-HDL uptake fluorescence, 3 h; inhibition, % at 12.5 µM; actives 0.96% (n = 320,000); AID 488896, 2010;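 active = mean replicate inhibition of at least 70% and a set share of replicates each scoring 70 or more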;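 also: 0% = median of neutral control wells and 100% = median of positive control wells; values of inactives mirror those of a sister screen read the other way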
NSD2 HMT inh: NSD2 histone methyltransferase inhibitors, primary screen, biochemical, AlphaScreen, single concentration, set 2; NSD2 peptide methylation, 120 min; AID 743445, 2014; actives 0.54% (n = 310,000); Histone-lysine N-methyltransferase NSD2 (Homo sapiens), O96028; inhibition, % at 12.5 µM; in the data active = inhibition above about 50%
Target sequence (O96028 whole entry, looked up): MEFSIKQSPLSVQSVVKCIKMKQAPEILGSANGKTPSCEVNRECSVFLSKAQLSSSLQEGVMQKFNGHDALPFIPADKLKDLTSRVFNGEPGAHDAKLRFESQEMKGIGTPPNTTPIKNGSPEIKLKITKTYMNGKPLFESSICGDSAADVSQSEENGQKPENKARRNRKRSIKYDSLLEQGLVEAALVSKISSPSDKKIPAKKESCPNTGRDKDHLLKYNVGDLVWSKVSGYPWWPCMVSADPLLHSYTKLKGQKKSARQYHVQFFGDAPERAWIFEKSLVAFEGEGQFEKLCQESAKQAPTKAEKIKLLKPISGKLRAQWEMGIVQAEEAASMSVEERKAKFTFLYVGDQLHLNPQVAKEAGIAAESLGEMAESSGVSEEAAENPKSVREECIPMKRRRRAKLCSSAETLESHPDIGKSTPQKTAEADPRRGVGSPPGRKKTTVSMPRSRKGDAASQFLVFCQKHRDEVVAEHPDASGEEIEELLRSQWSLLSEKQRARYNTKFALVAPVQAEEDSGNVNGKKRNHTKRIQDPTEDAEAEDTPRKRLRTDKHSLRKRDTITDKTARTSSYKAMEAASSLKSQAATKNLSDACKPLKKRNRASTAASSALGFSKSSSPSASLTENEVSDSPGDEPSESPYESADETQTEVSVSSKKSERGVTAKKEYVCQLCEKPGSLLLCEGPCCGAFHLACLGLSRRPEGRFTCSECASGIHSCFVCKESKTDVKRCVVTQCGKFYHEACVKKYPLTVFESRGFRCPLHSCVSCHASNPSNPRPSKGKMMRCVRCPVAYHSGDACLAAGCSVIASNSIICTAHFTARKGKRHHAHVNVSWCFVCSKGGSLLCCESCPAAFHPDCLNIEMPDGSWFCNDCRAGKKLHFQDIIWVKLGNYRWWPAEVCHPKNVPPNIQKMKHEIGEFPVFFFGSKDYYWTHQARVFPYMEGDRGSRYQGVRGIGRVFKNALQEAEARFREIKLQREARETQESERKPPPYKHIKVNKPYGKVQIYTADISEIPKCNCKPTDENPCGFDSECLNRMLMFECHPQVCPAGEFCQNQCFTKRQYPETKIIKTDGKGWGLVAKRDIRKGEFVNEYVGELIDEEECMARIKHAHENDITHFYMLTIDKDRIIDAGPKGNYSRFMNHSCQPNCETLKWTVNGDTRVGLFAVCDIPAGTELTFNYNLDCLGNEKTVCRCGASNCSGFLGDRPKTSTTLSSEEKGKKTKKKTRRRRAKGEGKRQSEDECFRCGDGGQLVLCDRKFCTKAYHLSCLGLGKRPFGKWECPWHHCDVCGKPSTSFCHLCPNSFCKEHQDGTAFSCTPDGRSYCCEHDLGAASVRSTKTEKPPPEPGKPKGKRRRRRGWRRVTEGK
CDK5 inh: inhibitors of human CDK5/p35 kinase, primary screen, biochemical, single concentration. Cyclin-dependent kinase 5 (Homo sapiens) + Cyclin-dependent kinase 5 activator 1 (Homo …. Recombinant CDK5/p35, ADP-Glo luminescence, 60 min. inhibition, % at 10 µM. actives 0.01% (n = 330,000);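 active = highest replicate inhibition of at least 50% and at least 75% of replicates reaching 50%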;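 also: plate controls were DMSO neutral control for no effect and GW8510 at 10 µM for full effect; many of its hits are not listed in these tables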
MITF TRPM1 HTS: activators of MITF-driven TRPM1 promoter reporter, primary screen, cell-based, SK-MEL-5, luciferase, single point; SK-MEL-5 TRPM1-promoter luciferase, 24 h; % of positive control, neutral wells = 0; actives 0.75% (n = 300,000); activation, % at 12.5 µM;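 active = mean activation of at least 80% with every replicate also reaching 80%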;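 also: 0% = neutral control wells and 100% = parthenolide positive control wells; values of inactives mirror those of a sister screen read the other way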
dFosB activator: activators of delta FosB homodimer, primary screen, biochemical, fluorescence polarization, TAMRA-CDK5 oligo, single point; activation, % at 25 µM; purified delta FosB; percent of positive-control signal above neutral wells; Protein FosB (Mus musculus), P13346; AID 493131, 2011; actives 0.99% (n = 340,000);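 active = mean activation above about 17%, with every replicate also reaching it, limit read from the data, passing the limit was not always enough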;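 also: fluorescence polarization rise as delta FosB binds a TAMRA Cdk5 AP-1 oligo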
PvdQ inh: P. aeruginosa PvdQ acylase inhibitors, primary screen, biochemical, fluorescence, plate reader and imaging, single point. PvdQ acylase [Pseudomonas aeruginosa LESB58]. purified PvdQ acylase. inhibition, % at 10 µM. actives 0.063% (n = 340,000). AID 488965, 2010; in the data active = inhibition above about 30%, passing the limit was not always enough;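 also: 0% = vehicle neutral wells and 100% = reference inhibitor wells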
V-ATPase pH: regulators of yeast V-ATPase proton pumping, primary screen, pHLuorin cytosolic pH fluorescence. S. cerevisiae. response, % at 10 µM. actives 0.37% (n = 350,000). AID 504577, 2011; in the data active = response mostly above about 7.3%, no sharp cut-off; inactive = mostly below about 5.4%; also: actives read high; inactives centre near 0; some compounds called inactive have numbers as strong as hits; reference of the scale not given here
* marks the source's active call; other numbers are inactive results.

Cc1ccccc1-c1nc(CN2CCSCC2)c(C)o1 was read as HTR5A inv ag -4.0, Wnt bcat act 3.1, HTR5A ag ctr 1.2, SR-BI DiI inh -11.5, NSD2 HMT inh 1.6, CDK5 inh 2.5, MITF TRPM1 HTS 17.4, dFosB activator -2.6, PvdQ inh 10.7 and V-ATPase pH 3.1.
`CC(C)Oc1ccc(C(=O)CCN2CCOCC2)cc1` gave HTR5A inv ag 5.7, Wnt bcat act -0.8, HTR5A ag ctr 3.9, SR-BI DiI inh -25.1, NSD2 HMT inh -2.6, CDK5 inh 0.3, dFosB activator -7.0, PvdQ inh 17.9 and V-ATPase pH -4.0.
Screening CN(C(=O)COc1ccc2c(-c3ccccc3)cc(=O)oc2c1)C1CCS(=O)(=O)C1 (centres undefined) returned HTR5A inv ag 4.2, Wnt bcat act -1.4, HTR5A ag ctr 2.4, SR-BI DiI inh 19.0, NSD2 HMT inh 0.5, CDK5 inh -0.4, MITF TRPM1 HTS -7.1, dFosB activator -17.3, PvdQ inh -3.3 and V-ATPase pH 1.7.
For CC1CCN(c2nc3ccc(C(=O)N4CCN(Cc5ccc6c(c5)OCO6)CC4)cc3s2)CC1 the results were HTR5A inv ag -2.7, Wnt bcat act 2.3, HTR5A ag ctr 1.0, SR-BI DiI inh -5.0, CDK5 inh -3.5, MITF TRPM1 HTS 3.0, dFosB activator -12.3, PvdQ inh -12.0 and V-ATPase pH 0.0.
For Nc1ccccc1SCC(=O)Nc1nc(-c2ccccc2)cs1 the results were HTR5A inv ag -22.8, Wnt bcat act -0.7, HTR5A ag ctr -0.2, SR-BI DiI inh 3.7, NSD2 HMT inh -0.9, CDK5 inh -0.3, MITF TRPM1 HTS 20.8, dFosB activator -0.9, PvdQ inh -0.5 and V-ATPase pH 1.2.
For CCCCOC(=O)c1ccc(NC(c2ccc(C)cc2)P(=O)(OC)OC)cc1 (centres undefined) the results were HTR5A inv ag -1.8, Wnt bcat act -1.3, HTR5A ag ctr 6.6, SR-BI DiI inh 13.8, NSD2 HMT inh -0.1, CDK5 inh -0.2, MITF TRPM1 HTS 13.8, dFosB activator -5.1, PvdQ inh -0.5 and V-ATPase pH 2.8.
Screening CN(C)c1cccc(NC2=CC(=[N+]3CCOCC3)CC(C)(C)C2)c1 returned HTR5A inv ag -5.0, Wnt bcat act -3.1, HTR5A ag ctr -2.5, SR-BI DiI inh 8.6, NSD2 HMT inh -0.3, MITF TRPM1 HTS -3.7, dFosB activator -7.2, PvdQ inh 1.3 and V-ATPase pH -2.9.
Screening Nc1c(C(=O)N/N=C/c2ccc(Cl)cc2)cnn1-c1ccccc1 returned HTR5A inv ag -13.6, Wnt bcat act -1.7, HTR5A ag ctr 5.2, SR-BI DiI inh 9.0, NSD2 HMT inh 0.5, CDK5 inh 0.3, MITF TRPM1 HTS 10.8, dFosB activator 2.4, PvdQ inh -10.5 and V-ATPase pH 2.3.
For COc1ccc(-n2c(C)cc(C(=O)CSc3nn4c(=O)c(C(C)(C)C)nnc4s3)c2C)cc1 the results were HTR5A inv ag 7.3, Wnt bcat act -7.9, HTR5A ag ctr -3.1, SR-BI DiI inh 25.1, NSD2 HMT inh 0.1, CDK5 inh -2.6, dFosB activator 1.8, PvdQ inh -5.5 and V-ATPase pH 1.4.
For CC1CC(C)CN(C(=O)CSc2nnc(-c3ccc(Cl)s3)o2)C1 (centres undefined) the results were HTR5A inv ag 13.2, Wnt bcat act -0.3, HTR5A ag ctr -5.0, SR-BI DiI inh -5.4, CDK5 inh -2.4, MITF TRPM1 HTS 9.1, dFosB activator 1.1, PvdQ inh -4.7 and V-ATPase pH -1.3.
NC(=O)CSc1nnc(-c2cccc(S(=O)(=O)N3CCCCC3)c2)o1 was read as HTR5A inv ag -3.5, Wnt bcat act -0.5, HTR5A ag ctr -1.1, NSD2 HMT inh -1.7, CDK5 inh 0.3, MITF TRPM1 HTS 4.8, dFosB activator -0.1, PvdQ inh 1.8 and V-ATPase pH -1.6.
CCN(CC)C(=O)c1sc2nc(-c3ccncc3)[nH]c(=O)c2c1C was read as HTR5A inv ag -38.7, HTR5A ag ctr -1.7, SR-BI DiI inh -0.8, NSD2 HMT inh -0.5, CDK5 inh 0.5, MITF TRPM1 HTS -1.1, dFosB activator 0.8, PvdQ inh -3.1 and V-ATPase pH 1.7.
For Cc1ccc(C(=O)N2CCOCC2)cc1[N+](=O)[O-] the results were HTR5A inv ag 2.6, HTR5A ag ctr -0.8, SR-BI DiI inh -0.2, NSD2 HMT inh -2.4, CDK5 inh 1.8, MITF TRPM1 HTS 1.6, dFosB activator 2.2, PvdQ inh 4.5 and V-ATPase pH 1.5.
For CC1=NC(=O)C(N=Nc2ccccc2C(=O)O)N1c1ccccc1 (centres undefined) the results were Wnt bcat act 2.3, SR-BI DiI inh -18.9, NSD2 HMT inh 20.2, CDK5 inh 0.2, MITF TRPM1 HTS -6.1, dFosB activator -9.0, PvdQ inh -8.5 and V-ATPase pH 2.9.
CCOc1ccc(C(=O)OCC(=O)NCc2ccccc2)cc1OCC was read as HTR5A inv ag 11.2, Wnt bcat act -1.9, HTR5A ag ctr -4.6, SR-BI DiI inh -3.1, NSD2 HMT inh 0.8, CDK5 inh 1.0, MITF TRPM1 HTS -8.4, dFosB activator -4.8, PvdQ inh 0.3 and V-ATPase pH 2.7.
For C/C(N)=C(/C#N)C(=O)COC(=O)CSc1ccccc1 the results were HTR5A inv ag 4.0, Wnt bcat act -1.4, HTR5A ag ctr -1.5, SR-BI DiI inh -10.0, NSD2 HMT inh 0.1, CDK5 inh 0.3, MITF TRPM1 HTS 6.0, dFosB activator -6.5, PvdQ inh 8.0 and V-ATPase pH 0.9.
CC1=NNC(=O)C1CCC(=O)N/N=C\c1ccccc1[N+](=O)[O-] (centres undefined) was read as HTR5A inv ag -36.5, HTR5A ag ctr -4.7, SR-BI DiI inh -20.9, NSD2 HMT inh -2.0, CDK5 inh 2.0, MITF TRPM1 HTS -7.6, dFosB activator 4.8, PvdQ inh -5.6 and V-ATPase pH 3.7.
Screening COC(=O)c1sc(N2C(=O)c3oc4ccccc4c(=O)c3C2c2cccs2)nc1C (centres undefined) returned HTR5A inv ag 12.0, Wnt bcat act 0.1, HTR5A ag ctr 2.7, SR-BI DiI inh 3.8, NSD2 HMT inh 0.3, CDK5 inh 1.3, MITF TRPM1 HTS -52.5, dFosB activator 2.1, PvdQ inh -0.7 and V-ATPase pH -1.9.
`CCn1c(Cc2ccccc2)nnc1SCC(=O)Nc1nccs1` gave HTR5A inv ag -8.1, Wnt bcat act 0.5, HTR5A ag ctr -3.5, SR-BI DiI inh -38.6, NSD2 HMT inh -0.3, CDK5 inh -3.4, MITF TRPM1 HTS 13.9, dFosB activator 5.1, PvdQ inh -1.5 and V-ATPase pH 0.0.
For CCOCCCNc1ncc2c(n1)CC(c1ccc(C)cc1)CC2=O (centres undefined) the results were HTR5A inv ag -3.4, HTR5A ag ctr 0.9, SR-BI DiI inh -23.9, NSD2 HMT inh -5.0, CDK5 inh -1.4, MITF TRPM1 HTS -6.5, dFosB activator 4.0, PvdQ inh 6.7 and V-ATPase pH -1.9.
CCCCC(=O)N1CCN(c2nc3ccc(OCC)cc3s2)CC1 was read as HTR5A inv ag 9.9, Wnt bcat act 3.2, HTR5A ag ctr -2.6, SR-BI DiI inh -3.1, NSD2 HMT inh -3.4, CDK5 inh -0.7, MITF TRPM1 HTS 13.2, dFosB activator -5.7, PvdQ inh -5.0 and V-ATPase pH 9.5.
For O=[N+]([O-])c1cc([N+](=O)[O-])c2cccnc2c1Oc1ccccc1O the results were HTR5A inv ag 9.3, HTR5A ag ctr -0.9, SR-BI DiI inh -30.2, NSD2 HMT inh 11.4, CDK5 inh -2.1, MITF TRPM1 HTS -39.3, dFosB activator 2.0, PvdQ inh -8.2 and V-ATPase pH -2.8.
For O=C(NCCN1CCOCC1)C1CCC(CNS(=O)(=O)c2ccccc2)CC1 (centres undefined) the results were HTR5A inv ag -6.5, HTR5A ag ctr 2.4, SR-BI DiI inh -33.0, NSD2 HMT inh 3.3, CDK5 inh 0.8, MITF TRPM1 HTS 0.0, dFosB activator -5.5, PvdQ inh -0.9 and V-ATPase pH -1.1.
`Cc1ccccc1NS(=O)(=O)c1nnc(NC(=O)c2ccccc2C)s1` gave HTR5A inv ag 9.9, Wnt bcat act -0.1, HTR5A ag ctr -1.4, SR-BI DiI inh -16.4, CDK5 inh 3.0, dFosB activator -12.3, PvdQ inh 7.9 and V-ATPase pH 1.3.
CC1CCCN(S(=O)(=O)c2ccc(S(=O)(=O)N3CCCN(Cc4ccccc4)C3)cc2)C1 (centres undefined) was read as HTR5A inv ag 9.7, HTR5A ag ctr -7.5, SR-BI DiI inh -23.1, NSD2 HMT inh -2.0, CDK5 inh 0.2, MITF TRPM1 HTS 5.3, dFosB activator -6.7, PvdQ inh -15.8 and V-ATPase pH 1.9.
For COc1ccc(C2=NOC(Cn3c(Cc4ccc(Cl)cc4)nc4c3c(=O)n(C)c(=O)n4C)C2)cc1 (centres undefined) the results were HTR5A inv ag 20.6, HTR5A ag ctr -2.4, SR-BI DiI inh 42.5, NSD2 HMT inh 0.4, CDK5 inh 3.7, MITF TRPM1 HTS -0.7, dFosB activator 2.5, PvdQ inh 12.6 and V-ATPase pH -2.4.
Screening COc1cnc(-c2ccccn2)nc1Sc1ccc(F)cc1 returned HTR5A inv ag -5.0, HTR5A ag ctr 6.3, SR-BI DiI inh 14.2, NSD2 HMT inh 12.7, CDK5 inh -3.1, MITF TRPM1 HTS 5.7, dFosB activator -9.8, PvdQ inh -4.6 and V-ATPase pH 0.2.
Screening CCCCC(=O)NC(=S)Nc1c(C)cc(Br)cc1C returned HTR5A inv ag 6.7, Wnt bcat act 1.2, HTR5A ag ctr -2.7, SR-BI DiI inh 0.5, NSD2 HMT inh 0.7, CDK5 inh 1.6, MITF TRPM1 HTS -0.9, dFosB activator -9.3, PvdQ inh -5.1 and V-ATPase pH -0.8.
For Cc1cc(C)nc(N/N=C/c2cccc([N+](=O)[O-])c2)n1 the results were Wnt bcat act -0.8, SR-BI DiI inh -34.6, NSD2 HMT inh -0.3, CDK5 inh 0.5, dFosB activator 1.2, PvdQ inh -11.6 and V-ATPase pH -0.9.
CCn1nc(C(=O)NCC(c2cccs2)N2CCOCC2)c2ccccc2c1=O (centres undefined) was read as HTR5A inv ag -25.6, Wnt bcat act 1.3, HTR5A ag ctr -0.6, SR-BI DiI inh -8.9, NSD2 HMT inh -3.0, CDK5 inh -0.4, MITF TRPM1 HTS -1.2, dFosB activator -6.1, PvdQ inh 4.6 and V-ATPase pH -5.4.
